Screening results: PubChem BioAssay, Broad Institute
BL2 CD40 inh: inhibitors of CD40-induced NF-kB signaling, primary screen, BL2 cells, luciferase reporter, single point; inhibition, % at 10 µM; 0.94% of 83,000 active; CD40L-induced, 4 h; AID 1053188, 2014;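 active = mean inhibition of at least 50% with a set share of replicates also reaching that level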;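 also: 0% = neutral control wells and 100% = IKK inhibitor VII at 50 µM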
Starred values were filed as active, the others as inactive; & = joins results of further samples; [ ] = remark or other dose. An excerpt; the hit share may differ from the screen's.

For COc1cccc(NC(=O)CN(C)C(=O)CN2C(=O)c3ccc([N+](=O)[O-])cc3C2=O)c1 the results were BL2 CD40 inh -7.
C/C=C/c1ccc(C2[C@H]3CNC[C@@H]2N3Cc2cc(OC)cc(OC)c2)cc1 (stereo partly drawn) was read as BL2 CD40 inh -5&-2.
O=C(NCc1ccco1)C1CCN(c2ccc(S(=O)(=O)N3CCOCC3)cc2[N+](=O)[O-])CC1 was read as BL2 CD40 inh 13.
Screening Cn1cccc1C(=O)OCC(=O)NC(=O)NC1CCCCC1 returned BL2 CD40 inh -45.
For Cc1noc(C)c1NC(=O)Nc1ccc2c(c1)C(=O)N(C)[C@H]1CC[C@H](CC(=O)N[C@H]3CCN(Cc4ccccc4)C3)O[C@@H]1CO2 the results were BL2 CD40 inh -4[25 µM].
For CN(Cc1nc2c(s1)CCCC2)C(=O)CCc1nnc(-c2ccccc2)o1 the results were BL2 CD40 inh 0.
CN(Cc1cccc(F)c1)C(=O)c1ccc(S(=O)(=O)N2CCOCC2)cc1 was read as BL2 CD40 inh 6.
Screening Cc1cc(C)c(NC(=O)CN(C)C(=O)CCC(=O)c2ccc(C)s2)c(C)c1 returned BL2 CD40 inh 2.
`CCOc1cc(N2CCOCC2)c(OCC)cc1NC(=O)C(NC(=O)c1c(F)cccc1F)C(C)C` (stereo not drawn) gave BL2 CD40 inh -3.
`CCOC(=O)C1=C(C)Nc2ccccc2N/C1=N\S(=O)(=O)c1ccccc1` gave BL2 CD40 inh -2.
`COc1ccc(C2C(C(=O)NCc3ccco3)c3ccccc3C(=O)N2C)cc1` (stereo not drawn) gave BL2 CD40 inh 13.
Screening CO[C@@H]1CN(C)C(=O)c2cc(NS(=O)(=O)c3cn(C)cn3)ccc2OC[C@@H](C)NC[C@@H]1C returned BL2 CD40 inh -1[25 µM].
`O=C1Nc2ccccc2C1c1ncc(C(F)(F)F)cc1Cl` (stereo not drawn) gave BL2 CD40 inh 7.
For CN(Cc1c(C(=O)N/N=C/c2ccccc2O)nnn1-c1nonc1N)C1CCCCC1 the results were BL2 CD40 inh 6.
N#CCCN(C(=S)Nc1ccc(S(=O)(=O)N2CCOCC2)cc1)c1ccccc1F was read as BL2 CD40 inh 7.
`COc1ccc(CCNC(=O)COc2cccc(-n3cnnn3)c2)cc1` gave BL2 CD40 inh 3.
CCOC(=O)CN1C(=O)CSc2ccccc21 was read as BL2 CD40 inh -1.
`O=C1C(Cc2c[nH]c3ccccc23)NC(=S)N1Cc1ccccc1` (stereo not drawn) gave BL2 CD40 inh -14.
For CC(=O)N1[C@H](CN(C(=O)c2cccc(F)c2)C(C)C)[C@H](c2ccccc2)[C@@H]1CO the results were BL2 CD40 inh -2[25 µM].
`COc1cccc(-c2ccc3c(c2)O[C@H](CN(C)C(=O)C2CCCCC2)[C@@H](C)CN([C@H](C)CO)S3(=O)=O)c1` gave BL2 CD40 inh 2[25 µM].
`CCOC(=O)/C(=N/Nc1ccc(Br)cc1)N1CC(C)OC(C)C1` (stereo not drawn) gave BL2 CD40 inh 2.
Screening Cc1ccccc1CSc1nc2ccccc2c(=O)n1C returned BL2 CD40 inh 5.
For Cc1ccc(-c2c(C#N)c(N)nc3c2CCCCC3)cc1 the results were BL2 CD40 inh 7.
CCOC(=O)N1CCN(C(=O)C(C)N(c2ccccc2)S(C)(=O)=O)CC1 (stereo not drawn) was read as BL2 CD40 inh 0.
Screening Cc1nc(CN(C)Cc2nc(Cc3cccc(F)c3)no2)cs1 returned BL2 CD40 inh 4.
CC12CC(c3ccccc3O1)C(C(=O)NCc1ccccc1)C(=O)N2 (stereo not drawn) was read as BL2 CD40 inh 9.
For Cc1ccccc1OCc1nnc(SCc2cc(=O)[nH]c3ccccc23)o1 the results were BL2 CD40 inh -1.
`O=C(CCc1nc(-c2ccccc2)no1)NC1CCCCCC1` gave BL2 CD40 inh 2.
`Cc1cc(C(=O)OCC(=O)c2ccccc2)c2ccccc2n1` gave BL2 CD40 inh -5.
For O=C(NC[C@H]1[C@H](c2ccccc2)[C@@H](CO)N1Cc1ccccn1)C1CCCC1 the results were BL2 CD40 inh -3[25 µM].
COc1ccc(-c2noc(CCC(=O)NCC3CCN(Cc4cccc(C)c4)CC3)n2)cc1 was read as BL2 CD40 inh 2.
`O=C1CCC(C(=O)Nc2cccc3ccccc23)N1` (stereo not drawn) gave BL2 CD40 inh 20.
For Cc1ccc(C(=O)N2CC3(C(C)C)CN(C(=O)c4ccc(C)cc4)CC(C(C)C)(C2)C3=O)cc1 the results were BL2 CD40 inh 9.
`Cn1c(=O)[nH]c(=O)c2c1nc(N1CCCCCC1)n2CCOc1ccccc1` gave BL2 CD40 inh 14.
CS(=O)(=O)N1N=C(c2cccs2)CC1c1ccccc1 (stereo not drawn) was read as BL2 CD40 inh -10.
`Cc1cccc(S(=O)(=O)N(C)C[C@H]2OCc3ccccc3-c3ccccc3C(=O)N([C@H](C)CO)C[C@H]2C)c1` gave BL2 CD40 inh 5.
`O=C(N1CCOCC1)N1CCN(C(c2ccccc2)c2ccccc2)CC1` gave BL2 CD40 inh 17.
O=C(Nc1ccc2c(c1)[C@@H]1C[C@@H](CC(=O)N3CCc4ccccc4C3)O[C@H](CO)[C@@H]1O2)c1ccc2c(c1)OCO2 was read as BL2 CD40 inh -8[25 µM].
For Cc1onc(-c2c(F)cccc2Cl)c1C(=O)NNC(=O)C1CCN(Cc2cccc(F)c2)CC1 the results were BL2 CD40 inh -5.
For CC(CCCC(C)(C)O)NCc1cn[nH]c1-c1ccc2c(c1)OCO2 (stereo not drawn) the results were BL2 CD40 inh 1.
Screening COc1ccccc1C(NC(=O)C1CCN(CCOc2ccc3ccccc3c2)CC1)c1ccccn1 (stereo not drawn) returned BL2 CD40 inh -9.
For CN(Cc1cccc2ccccc12)C(=O)c1cc(COc2c(F)cccc2F)on1 the results were BL2 CD40 inh 3.
Screening CCSCC1COC(c2cccn2Cc2ccc(C)cc2)=N1 (stereo not drawn) returned BL2 CD40 inh 4.
Screening CCCCCn1nc(C)c(/C=N/NC(=O)c2ccoc2C)c1C returned BL2 CD40 inh -27.
For COc1cccc(S(=O)(=O)N(C)C[C@H]2OCc3ccccc3-c3ccccc3C(=O)N([C@@H](C)CO)C[C@H]2C)c1 the results were BL2 CD40 inh -19[25 µM].
For Cn1c(=O)n(C)c2cc(S(=O)(=O)NCCc3ccccc3)ccc21 the results were BL2 CD40 inh 2.
`O=C(OCC(=O)N1CCCCC1)c1cc2ccccc2cc1O` gave BL2 CD40 inh -62.
Screening CS(=O)(=O)N1CCC(Oc2ccccc2C(=O)N2CCNC(=O)C2)CC1 returned BL2 CD40 inh 0.
Screening N#Cc1ccc(-n2nnc3ccccc3c2=O)c([N+](=O)[O-])c1 returned BL2 CD40 inh 8.
For COc1ccc(CNC(=O)CN2c3ccccc3S(=O)(=O)c3ccccc32)cc1 the results were BL2 CD40 inh -1.
Screening CC(=O)Nc1ccc(SCCC2CCCCN2C)cc1 (stereo not drawn) returned BL2 CD40 inh -4.
CCCC(C)NC(=O)COC(=O)c1ccc(Cl)c(S(N)(=O)=O)c1 (stereo not drawn) was read as BL2 CD40 inh 4.
CO[C@H](CN(C)S(=O)(=O)c1ccc(C)cc1)[C@@H](C)CN(C(=O)Nc1ccccc1F)[C@H](C)CO was read as BL2 CD40 inh -27[25 µM].
Screening C=CCn1c(O)c(N=NC(=O)CNC(=O)/C=C/c2ccco2)c2ccccc21 returned BL2 CD40 inh 10.
For COc1cccc(CNC(=O)C[C@@H]2CC[C@@H]3[C@@H](COc4ccc(NC(=O)c5cccs5)cc4C(=O)N3C)O2)c1 the results were BL2 CD40 inh 12[25 µM].
Screening CCCN(C[C@H]1[C@@H](c2ccccc2)[C@H](CO)N1C(C)=O)C(=O)NC(C)C returned BL2 CD40 inh 13[25 µM].
`O=S1(=O)CC(O)C(Nc2ccc(Cl)cc2)C1` (stereo not drawn) gave BL2 CD40 inh 4.
`O=C(Nc1cccc2ncccc12)c1cccnc1` gave BL2 CD40 inh 2.
`CCNC[C@@H]1[C@H](c2ccccc2)[C@@H](CO)N1C(=O)Cc1ccccn1` gave BL2 CD40 inh 2[25 µM].
Screening O=C1c2ccccc2-c2c1cccc2C(=O)N1CCN(C(=O)c2ccco2)CC1 returned BL2 CD40 inh -19.
`Cc1ccc(S(=O)(=O)N2CCN(C(=O)CCOc3ccccc3C)CC2)cc1C` gave BL2 CD40 inh 7.
For Cc1cc(C(=O)Nc2ccccc2Cc2ccccc2)no1 the results were BL2 CD40 inh 1.
Screening C[C@@H]1CN([C@H](C)CO)C(=O)CCCn2nncc2CO[C@@H]1CN(C)Cc1ccc2c(c1)OCCN2C returned BL2 CD40 inh 5[25 µM].
For O=C(Cn1ncc(Cl)c(Cl)c1=O)NC1CCCCC1 the results were BL2 CD40 inh 97*.
Screening O=C1CN(C(=O)COC(=O)c2ccc(C(F)(F)F)cc2)c2ccccc2N1 returned BL2 CD40 inh 8.
`CCC(=O)N1CCCCN2[C@H](CO)[C@@H](c3ccc(C#Cc4ccccc4)cc3)[C@@H]2C1` gave BL2 CD40 inh 13[25 µM].
For O=C(CNC(=O)C1CCCCC1)OCn1nnc2ccccc2c1=O the results were BL2 CD40 inh 9.
O=C(Nc1ccc(Cl)c(Cl)c1)N[C@H]1CC[C@@H](CCn2cc(C3CCCC3)nn2)O[C@H]1CO was read as BL2 CD40 inh -2.
`O=C(CCC(=O)Nc1ccc(Cl)cc1)N/N=C/c1ccc2c(c1)OCO2` gave BL2 CD40 inh 5.
Cc1[nH]nc(N2CCCCC2)c1[N+](=O)[O-] was read as BL2 CD40 inh -1.
COc1ccc(NC(=O)N(C)C[C@H]2OCc3ccccc3-c3ccccc3C(=O)N([C@@H](C)CO)C[C@@H]2C)cc1 was read as BL2 CD40 inh -13.
`O=C1N(Cc2cccc(Cl)c2)C[C@@H]2C[C@@H](c3ccsc3)N3CCC[C@@]123` gave BL2 CD40 inh 13.
CC(=O)NC(C1C(=O)CC(C)(C)CC1=O)(C(F)(F)F)C(F)(F)F was read as BL2 CD40 inh 5.
Cc1ccc2nsnc2c1NC(=O)CCc1ccccc1 was read as BL2 CD40 inh 12.
C=CCNc1nc(C(=O)OCC(=O)c2ccc(Cl)cc2)cs1 was read as BL2 CD40 inh -28.
O=C(Cc1cccs1)Nc1ccc(S(=O)(=O)N2CCCCC2)cc1 was read as BL2 CD40 inh 3.
Screening C/C(Cl)=C\C[N+](C)(C)CC(=O)OCCc1ccccc1 returned BL2 CD40 inh 31.
For CC1(CC(=O)Nc2ccccc2)NC(=S)N(c2ccccc2)N1 (stereo not drawn) the results were BL2 CD40 inh -42.
O=S(=O)(c1cccnc1)N1CCCC(Nc2ccc(F)c(F)c2)C1 (stereo not drawn) was read as BL2 CD40 inh -59.
COc1ccc(NC(=O)c2ccccc2-c2ccccc2)c(C)c1 was read as BL2 CD40 inh 6.
For COC(=O)c1cccnc1-n1c(=O)c2cccnc2n(Cc2ccc(Cl)cc2)c1=O the results were BL2 CD40 inh -4.
C[C@H]1CN([C@@H](C)CO)C(=O)c2cc(-c3ccc(C(=O)N(C)C)cc3)cnc2O[C@H]1CN(C)C(=O)c1ccncc1 was read as BL2 CD40 inh -2.
For Cc1cc(C)c(NC(=O)Nc2ccccc2)c(C)n1 the results were BL2 CD40 inh 3.
Clc1ccc(-c2noc(CN3CCCC3)n2)cc1 was read as BL2 CD40 inh -45.
For N#C[C@@H]1[C@@H](c2ccccc2-c2ccccc2F)[C@@H](CO)N1C(=O)C1CCC1 the results were BL2 CD40 inh 15[25 µM].
CNC[C@H]1Oc2ncccc2C(=O)N(C)C[C@H]1C was read as BL2 CD40 inh 1.
Cc1c(C(=O)NCC(c2ccco2)N2CCCC2)sc2ccccc12 (stereo not drawn) was read as BL2 CD40 inh -26.
For CC(=O)NC(CCS(C)(=O)=O)C(=O)Nc1cccc(Cl)c1Cl (stereo not drawn) the results were BL2 CD40 inh 4.
For Fc1ccccc1N1CCN(C2CCN(Cc3c[nH]c4ccccc34)CC2)CC1 the results were BL2 CD40 inh 6.
For CCOc1ccc(C(=O)COC(=O)c2c(-c3ccccc3)noc2C)cc1 the results were BL2 CD40 inh 25.
For O=c1oc(-c2cccs2)nc2sc3c(c12)CCCCC3 the results were BL2 CD40 inh -112.
For CC(C)NC(=O)N1CCCCN2[C@@H](CO)[C@H](c3ccc(C#C[C@H](C)O)cc3)[C@@H]2C1 the results were BL2 CD40 inh -5[25 µM].
For O=C(C[C@H]1C[C@@H]2c3cc(NS(=O)(=O)c4ccccc4)ccc3O[C@@H]2[C@@H](CO)O1)NCC(F)(F)F the results were BL2 CD40 inh -1[25 µM].

Ordered by SMILES length (high to low): some entries from above.
C[C@H]1CN([C@@H](C)CO)C(=O)c2cc(-c3ccc(C(=O)N(C)C)cc3)cnc2O[C@H]1CN(C)C(=O)c1ccncc1 was read as BL2 CD40 inh -2.
For N#C[C@@H]1[C@@H](c2ccccc2-c2ccccc2F)[C@@H](CO)N1C(=O)C1CCC1 the results were BL2 CD40 inh 15[25 µM].
For COC(=O)c1cccnc1-n1c(=O)c2cccnc2n(Cc2ccc(Cl)cc2)c1=O the results were BL2 CD40 inh -4.
For Fc1ccccc1N1CCN(C2CCN(Cc3c[nH]c4ccccc34)CC2)CC1 the results were BL2 CD40 inh 6.
For CCOc1ccc(C(=O)COC(=O)c2c(-c3ccccc3)noc2C)cc1 the results were BL2 CD40 inh 25.
For CC(=O)NC(CCS(C)(=O)=O)C(=O)Nc1cccc(Cl)c1Cl (stereo not drawn) the results were BL2 CD40 inh 4.
Cc1c(C(=O)NCC(c2ccco2)N2CCCC2)sc2ccccc12 (stereo not drawn) was read as BL2 CD40 inh -26.
For CC1(CC(=O)Nc2ccccc2)NC(=S)N(c2ccccc2)N1 (stereo not drawn) the results were BL2 CD40 inh -42.
COc1ccc(NC(=O)c2ccccc2-c2ccccc2)c(C)c1 was read as BL2 CD40 inh 6.
CNC[C@H]1Oc2ncccc2C(=O)N(C)C[C@H]1C was read as BL2 CD40 inh 1.
For O=c1oc(-c2cccs2)nc2sc3c(c12)CCCCC3 the results were BL2 CD40 inh -112.
For Cc1cc(C)c(NC(=O)Nc2ccccc2)c(C)n1 the results were BL2 CD40 inh 3.
Clc1ccc(-c2noc(CN3CCCC3)n2)cc1 was read as BL2 CD40 inh -45.
